GlmU inhibition – inhibition of mycobacterial GlmU enzyme – biochemical, glucosamine-1-phosphate acetyltransferase (AID 1376). M. tuberculosis GlmU acetyltransferase enzyme assay; higher % means a stronger effect. 220,000 compounds, 0.25% hits. inhibition, %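 (tested at 30 µM in the primary screen)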; hits with a dose series show IC50 in µM; in the data active = inhibition above about 13%; inconclusive = no clear call, values can overlap the other calls;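 also: 0% = complete reaction with vehicle and 100% = reaction without substrate; strong numbers were not always called active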
RmlCD inh 1536 – inhibitors of Mycobacterium tuberculosis RmlC and RmlD coupled enzymes; P9WH09+P9WH11; RmlC+RmlD coupled enzyme assay, percent inhibition; primary screen in compound mixtures; inhibition, % at 3.6 µM; 160,000 compounds, 0.03% hits; AID 1533; in the data active = inhibition mostly above about 34%, no sharp cut-off; inconclusive = no clear call, values can overlap the other calls; inactive = mostly below about 22%; also: some results filed as inactive read as strong as hits
Target sequence (P9WH09 whole entry, looked up): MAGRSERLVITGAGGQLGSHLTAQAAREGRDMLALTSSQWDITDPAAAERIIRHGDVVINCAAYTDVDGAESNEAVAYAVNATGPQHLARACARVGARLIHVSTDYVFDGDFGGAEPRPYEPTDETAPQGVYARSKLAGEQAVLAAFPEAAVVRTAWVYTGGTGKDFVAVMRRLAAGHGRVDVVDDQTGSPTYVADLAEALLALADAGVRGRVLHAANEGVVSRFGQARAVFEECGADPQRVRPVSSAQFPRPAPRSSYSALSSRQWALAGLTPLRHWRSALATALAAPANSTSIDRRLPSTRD
Target sequence (P9WH11 whole entry, looked up): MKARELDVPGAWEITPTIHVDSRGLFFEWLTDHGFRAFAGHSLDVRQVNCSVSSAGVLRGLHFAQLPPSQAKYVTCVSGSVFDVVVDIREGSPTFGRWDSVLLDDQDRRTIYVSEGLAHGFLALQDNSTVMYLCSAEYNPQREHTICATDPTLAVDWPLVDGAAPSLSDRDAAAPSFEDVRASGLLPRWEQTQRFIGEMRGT
Starred values were filed as active, the others as inactive; ? = inconclusive; nt = no result given. The list is partial. The share of hits here may be higher or lower than overall.

SMILES	GlmU inhibition	RmlCD inh 1536
O=C(NC(=S)Nc1ccc(S(=O)(=O)N2CCCCCC2)cc1)c1cccs1	6.4%	-7.7
COc1ccnc(N=CNOCc2cccc(Cl)c2Cl)c1C#N	3.4%	7.1
CC(=O)N1CCN(C(C)=O)C1c1ccccc1	6.7%	nt
CC(COc1ccccc1Cc1ccccc1)N1CCCCC1 (stereo unspecified)	-4.5%	nt
CCCCOC(=O)Nc1nnc(CCc2ccccc2)s1	2.1%	nt
CC[n+]1ccccc1/C=C/Nc1ccccc1	-0.2%	nt
Cc1cccc(NC(=O)CSCc2c(C)noc2C)c1C	-5.5%	nt
O=c1[nH]nc(CNc2ccc(O)cc2)c2ccccc12	-2.1%	-6.4
CCOC(=O)C1CCN(S(=O)(=O)c2cccc(-c3cn4ccccc4n3)c2)CC1	-0.8%	2.8
COc1ccc(-n2cnc3cc([N+](=O)[O-])ccc32)cc1	1.8%	5.2
C=CCNC(=O)C12CC3CC(C1)CC(C(=O)NCC=C)(C3)C2	0.5%	-2.5
CCc1ccc(C2CC(c3cccc(OC)c3)n3nc(N)nc3N2)cc1 (stereo unspecified)	3.3%	nt
Cc1cccc(C)c1NC1=NCCCS1	7.6%	nt
O=C(C[n+]1cccc(CNC(=O)c2ccc(OC(F)F)cc2)c1)Nc1ccc(F)cc1	-15.0%	nt
CCC(C)(C)n1nnnc1CN1CCC(NC(=O)c2ccc(Br)cc2)CC1	9.9%	nt
CS(=O)(=O)N1N=C(c2ccc(Br)cc2)CC1c1cccs1 (stereo unspecified)	-4.3%	-0.6
Nc1cc2ccncc2c2ccccc12	3.7%	nt
C=C(C)C1CC=C(C)/C(=N\NC(=O)CCC(=O)Nc2ccc(C)c(C)c2)C1 (stereo unspecified)	-5.3%	5.5
COc1ccccc1N(C)S(=O)(=O)c1ccc(C(=O)OCC(=O)NCC(F)(F)F)cc1	6.4%	9.3
Cn1cc(C(=O)c2ccccc2)cc1-c1nc2ccccc2n1C	1.9%	nt

Profiles, quoted from the list:
O=C(C[n+]1cccc(CNC(=O)c2ccc(OC(F)F)cc2)c1)Nc1ccc(F)cc1 as listed: GlmU inhibition: -15.0%; RmlCD inh 1536: nt
CC(COc1ccccc1Cc1ccccc1)N1CCCCC1 (stereo unspecified) as listed: GlmU inhibition: -4.5%; RmlCD inh 1536: nt
COc1ccc(-n2cnc3cc([N+](=O)[O-])ccc32)cc1 as listed: GlmU inhibition: 1.8%; RmlCD inh 1536: 5.2

Additional entries:
SMILES	GlmU inhibition	RmlCD inh 1536
Cc1cc(C)c(C#N)c(SCCS(=O)(=O)c2ccc(C(C)(C)C)cc2)n1	-2.1%	-12.1
Oc1ccc(Br)cc1-c1cc(-c2ccc(Cl)cc2)n[nH]1	1.9%	9.9
CCC(=O)Nc1ccc(N2CCCCC2)c(C(=O)Nc2ccccc2C)c1	-3.1%	12.5
Cc1cccc(C(=O)NC2C(=O)NNC2c2ccc(Cl)cc2)c1 (stereo unspecified)	-5.0%	0.9
COc1ccc(C(=O)OC(C(=O)c2ccccc2)c2ccccc2)cc1 (stereo unspecified)	-0.2%	-9.7
CC(NC(=O)c1ccc(OC2CCN(C(=O)c3cccnc3)CC2)cc1)C1CC1 (stereo unspecified)	-5.8%	-9.1
Cc1ccc(-c2csc(N(Cc3ccco3)C(=O)c3cccs3)n2)cc1	2.7%	nt
CCc1c(C)sc(NC(NC(C)=O)(C(=O)OC)C(F)(F)F)c1C#N (stereo unspecified)	4.5%	nt
CCOC(=O)C1=C(C)NC2=C(C(=O)CC(C)(C)C2)C1c1coc2ccccc2c1=O (stereo unspecified)	1.5%	nt
Cc1c(Cl)cccc1NC(=S)NN1CCOCC1	1.3%	-6.5
O=C(O)c1nn(-c2ccccc2)ccc1=O	6.0%	?
Cc1ccc(/C=C/C(=O)OCC(=O)NCCN2C(=O)CSC2=O)o1	-5.1%	2.6
N#CCC(=N)N1CCN(c2ccc(Cl)cc2)CC1	-5.6%	nt
COCCNC(=S)NCCCNc1nc2cc3c(cc2cc1C#N)OCO3	2.1%	9.3
COc1ccccc1N(C(=O)c1ccco1)C(C(=O)NC1CCCC1)c1cccnc1 (stereo unspecified)	0.1%	-0.3
CC(=O)N1c2ccccc2C2(C)C(C1(C)C)C2(Cl)Cl (stereo unspecified)	0.6%	7.2
COC(=O)c1ccccc1OCCCOc1ccc(C)cc1OC	0.6%	nt
COC(=O)c1ccc(C2C(Oc3ccccc3)C(=O)N2CCc2ccc(OC)c(OC)c2)cc1 (stereo unspecified)	-0.8%	8.5
Cn1cnnc1SCc1ccc(C(=O)N/N=C/c2cccs2)cc1	-6.3%	-2.5
CC(C)C(C)(C#N)NC(=O)CSc1nnc(C(F)(F)F)n1C (stereo unspecified)	-0.5%	-8.8

Copied from the list.
RmlCD inh 1536 with Cc1cc(C)c(C#N)c(SCCS(=O)(=O)c2ccc(C(C)(C)C)cc2)n1 is entered as -12.1
RmlCD inh 1536 with CC(=O)N1c2ccccc2C2(C)C(C1(C)C)C2(Cl)Cl (stereo unspecified) is entered as 7.2

Additional results:
SMILES	GlmU inhibition	RmlCD inh 1536
O=[N+]([O-])c1cccc(-c2csc(Nc3ccccc3)n2)c1	2.1%	-5.8
O=C(CCSCCc1ccccn1)Nc1ccc(Cl)cn1	-0.4%	nt
COc1ccc(CN2CSC(=S)N(Cc3ccc(OC)cc3)C2)cc1	-3.7%	nt
COc1ccc(-n2c(SCC(=O)c3c(N)n(C)c(=O)n(C)c3=O)nc3ccccc32)cc1	0.2%	nt
O=C1CN(CC(=O)N2CCOCC2)c2ccccc2O1	2.3%	nt
C=CCn1c(-c2ccc(Cl)cc2)cnc1SC(C)C(N)=O (stereo unspecified)	-0.5%	nt
O=C(Nc1ccc(-c2nnc(-c3ccccc3)o2)cc1)C(F)(F)F	1.3%	8.9
CC(C)(c1ccccc1)c1ccc(OCCN)cc1	-0.2%	4.4
CC(=O)N1CCN(c2ccc(Oc3nnnn3-c3ccccc3)cc2)CC1	2.3%	nt
CCC(=O)Nc1ccc2c(c1)ncn2-c1ccccc1OC	-0.8%	nt
Oc1ccc2ccccc2c1CNc1cnc2ccccc2c1	-6.3%	nt
CCCNS(=O)(=O)c1cccc(C(=O)NC2CCCc3ccccc32)c1 (stereo unspecified)	-1.8%	nt
CN(Cc1nc2ccccc2[nH]1)Cc1nc(CC2CC2)no1	-1.3%	nt
O=C(Cn1nc(-c2ccccc2)c2ccccc2c1=O)Nc1ccc2c(c1)nc1n2CCOC1	2.4%	5.6
COc1cc2c(cc1NC(=O)C(C)OC(=O)c1ccc(S(=O)(=O)Nc3ccccc3Cl)cc1)oc1ccccc12 (stereo unspecified)	-2.5%	nt
O=C1OC(/C=C/c2ccccc2)=NC/1=C\c1cccnc1	-7.4%	-8.7
COc1ccc(S(=O)(=O)N(C)CC(=O)NCCC2=CCCCC2)cc1	1.3%	nt
CC(C)NS(=O)(=O)c1ccc(Oc2ncc(C(F)(F)F)cc2Cl)cc1	7.6%	nt
CC(=O)Nc1ccc(NC(=O)C2CCN(C(=O)c3ccc([N+](=O)[O-])cc3)CC2)cc1	0.2%	-7.8
CCCNC(=O)COC(=O)c1ccc(OCC(=O)Nc2ccccc2OC)c(OC)c1	4.1%	nt
Nc1nc2c(Cl)cc(Cl)cc2s1	-1.9%	43.4
Cc1ccc(-c2nnnn2C2C/C(=N\NC(N)=S)C3OCC2O3)cc1 (stereo unspecified)	5.2%	-5.3
O=c1[nH]c2ccccc2c(O)c1-c1ccccc1	-6.0%	nt
CSc1c(-c2ccccn2)c(N)nn1C(=O)C1CC1	3.6%	nt
Cc1cc(C)n(-c2n[nH]c(C)c2[N+](=O)[O-])n1	6.0%	nt
C=CCON/C(CCC)=C1\C(=O)CC(C)(C)CC1=NC	-3.7%	nt
CC(C(=O)Nc1nccs1)N1C(=O)C2CC=CCC2C1=O (stereo unspecified)	-2.9%	-5.2
O=C(/C=C/c1cccs1)NC1CC1	7.7%	-24.7
CCOC(=O)C(=O)/C(=C\N(C)C)c1onc(-c2ccccc2)c1C(=O)OC	-0.8%	nt
COc1ccc(S(=O)(=O)/N=C2/NC(=O)/C(=C\c3ccco3)S2)cc1	21.6%	nt
O=C(OCc1nnc(-c2ccccc2)o1)c1cccnc1Cl	-3.7%	-13.6
CC1(C)C(=O)OC(C(=O)c2ccc(Cl)cc2)C(C)(C)C1=O (stereo unspecified)	7.4%	-8.7
COC(=O)c1cn(NC(=O)Cc2ccc(Cl)c(Cl)c2)c(=O)c2ccccc12	-2.3%	-5.9
CCN(Cc1ccccc1)C(=O)C1CCC(CNc2c(N3CCOCC3)c(=O)c2=O)CC1 (stereo unspecified)	-0.6%	nt
C/C(=N\NC(=O)CCc1ccc(S(=O)(=O)N2CCOCC2)cc1)c1ccc(Br)cc1	-4.9%	14.5
O=C(Cc1cccs1)Nc1nnc(SCc2cccc3ccccc23)s1	0.0%	-11.4
Cc1cccc(NC(=O)c2cc([N+](=O)[O-])ccc2N2CCN(C)CC2)c1	-3.1%	9.6
CCCCc1c(O)nc2sc3cc(OC)ccc3n2c1=O	2.6%	-0.1
CS(=O)(=O)N(CC(=O)N/N=C/c1ccc(OCC(=O)N2CCOCC2)cc1)c1ccccc1Cl	0.8%	-9.6
CCOc1cc(/C=N/O)ccc1OCC(=O)Nc1cccc(C)c1	3.0%	nt

Some of the entries so far, with each value named.
O=c1[nH]c2ccccc2c(O)c1-c1ccccc1
  GlmU inhibition: -6.0%
  RmlCD inh 1536: nt

Nc1nc2c(Cl)cc(Cl)cc2s1
  GlmU inhibition: -1.9%
  RmlCD inh 1536: 43.4

O=C(/C=C/c1cccs1)NC1CC1
  GlmU inhibition: 7.7%
  RmlCD inh 1536: -24.7

COc1ccc(S(=O)(=O)/N=C2/NC(=O)/C(=C\c3ccco3)S2)cc1
  GlmU inhibition: 21.6%
  RmlCD inh 1536: nt

Remaining list, next part
SMILES	GlmU inhibition	RmlCD inh 1536
C=CCOCC(O)CS(=O)(=O)Cc1ccc(Cl)cc1 (stereo unspecified)	-6.4%	-11.8
CCOC(=O)NC(=O)CSc1nc(C)cc(C)c1C#N	4.8%	0.9
CCC(Sc1nc2cc(OC)c(OC)cc2c(=O)n1Cc1ccc(OC)cc1)C(=O)NCCOC (stereo unspecified)	2.2%	-13.1
NS(=O)(=O)c1ccc(N/N=C2/CCCc3ccccc32)c([N+](=O)[O-])c1	-3.0%	nt
CCN(c1c(C)n(C)n(-c2ccccc2)c1=O)S(C)(=O)=O	1.6%	11.2
CCOC(=O)c1cccc(NC(=O)C2CCN(S(=O)(=O)c3cccs3)CC2)c1	-2.1%	-8.9
CN(C)CCCN(C(=O)CCc1ccccc1)c1nc2ccc(F)cc2s1	-10.0%	-6.7
O=C(c1ccc([N+](=O)[O-])cc1)N1CCSC1c1ccc(Cl)cc1 (stereo unspecified)	-0.8%	-15.7
CCOC(=O)N1CCN(Cc2cccs2)CC1	-0.5%	-10.0
COc1ccc(CC(=O)NNc2ncnc3c2cnn3Cc2ccccc2)cc1OC	1.7%	9.6
O=C(O)c1ccc(CSc2nnc(-c3ccccc3Cl)n2-c2ccccc2)cc1	-0.8%	1.5
Cc1ccc(C(=O)NNC2=NCCC2)cc1	0.1%	-6.7
Cc1n[nH]c(=O)n1-c1ccc(C(C)(C)C)cc1	1.6%	-8.6
COc1ccc(-c2ncc3ccccn23)cc1	2.7%	nt
OCCN(Cc1ccccc1)C(=S)Nc1ccc(F)cc1	3.6%	nt
CCOC(=O)c1cc(-c2ccccc2)sc1NC(=O)CN1C(=O)c2ccccc2C1=O	-1.1%	nt
Cc1cccc(NC(=S)Nc2ccc(Oc3ccccc3)cc2)n1	5.1%	-5.4
COc1ccc(NC(=O)CSc2c3c(nc4ccccc24)CCCC3)c(OC)c1	1.1%	nt
CC[n+]1c(/C=C(\C)SC)sc2ccccc21	-5.0%	nt
Cn1nnc2cc(C(=O)NCc3ccco3)ccc21	-4.9%	nt
Cc1cc(C)c(S(=O)(=O)C(C)C)c(=O)[nH]1	-4.6%	-2.4
COc1cc(OC)nc(Oc2ccccc2C(=O)Oc2ccccc2Cl)n1	-0.4%	22.0
CCC1Oc2ccc(Cl)cc2N(CC(=O)O)C1=O (stereo unspecified)	-0.7%	-2.6
CCCCNCC(=O)Nc1sc(C)c(C)c1C(=O)OCC	-5.7%	nt
Cc1ccc(S(=O)(=O)N2CCN(S(C)(=O)=O)C2c2ccccc2)cc1 (stereo unspecified)	4.6%	1.9
COc1ccc(C2CC(c3ccccc3OC(C)=O)=NN2C(=O)/C=C/c2ccccc2)cc1 (stereo unspecified)	-0.1%	-12.1
Cc1cccc(-n2nc3c(c2NC(=O)c2ccc(Br)o2)CSC3)c1C	0.3%	-7.7
CCN1CCN(CC(=O)N/N=C/c2ccc(F)cc2F)CC1	3.1%	0.1
Cc1ccc(-n2c(Cn3nc(C(F)F)cc3C(F)F)n[nH]c2=S)cc1	5.6%	5.5
Cc1ccc(C(C(=O)NC2CCCCC2)N2CCOCC2)cc1 (stereo unspecified)	2.0%	nt
CCC(CO)Nc1ncnc2c1cnn2-c1ccc(OC)cc1 (stereo unspecified)	-6.2%	nt
O=C1CC(C(=O)NCCc2ccccc2)SC(=Nc2ccccc2)N1 (stereo unspecified)	0.9%	-9.6
Cn1c(CNc2cccc(Cl)c2)nnc1SCC#N	-1.8%	-8.7
COc1ccc(NC(=O)/C(C#N)=C/c2ccc3c(c2)n(C)c(=O)n3C)cc1	1.2%	10.7
Cc1cccc(C(=O)N2CCN(c3ccc([N+](=O)[O-])c(NCc4ccco4)c3)CC2)c1	-1.7%	nt
Cc1c(C=O)c2ccccn2c1C(=O)c1cccs1	-0.2%	-8.8
O=C(O)CN1C(=O)CC(Cc2ccccc2)C1=O (stereo unspecified)	4.5%	-2.2

Bioassay records from PubChem BioAssay.
